From PubChem BioAssay
Tau FP inhib – tau fibrillization inhibition (FP); Potency, µM (highest dose often 57.7 µM), inactives show top-dose activity, negative = inhibition, usual class: inhibitors; K18 P301L tau heparin fibrillization, Alexa594 FP, 6 h; P10636; 0.39% of 280,000 active; AID 1468; further: on the % scale 0 is the no-effect control and ±100 the full control effect; nearly all actives have a fitted effect of over 55% in size
Target sequence (P10636 561-689 P618L limits assumed): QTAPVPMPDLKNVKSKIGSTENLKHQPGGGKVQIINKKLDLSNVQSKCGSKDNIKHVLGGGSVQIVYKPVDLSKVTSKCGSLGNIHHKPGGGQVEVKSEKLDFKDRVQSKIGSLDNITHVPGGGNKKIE
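Read-out: fluorescence polarization of Alexa 594-labeled tau (0.24 uM), 555 nm excitation, 632 nm emission. Mixtures held 15 uM unlabeled K18 P301L, compound and 20 uM heparin, pH 7 acetate buffer, incubated 6 hr at 37 C.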
Tau fluor counter – counter-screen for tau fibril formation inhibitors | tau K18 P301L Alexa594 fluorescence, heparin fibrillization | Potency, µM (doses to about 57.7 µM), without a hit: top-dose activity change, negative = decrease | 0.93% of 280,000 active | AID 1463; further: on the % scale 0 is the no-effect control and ±100 the full control effect; nearly all actives have a fitted effect of over 55% in size
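Human K18 P301L tau (15 uM unlabeled plus 0.24 uM Alexa 594-labeled, final) in 100 mM sodium acetate pH 7 was mixed with compound and 20 uM heparin and incubated 6 hr at 37 C.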
TexasRed fluor – counter-screen for TRb-SRC2 inhibitors: fluorescence interference; TRb/SRC2 Texas Red total fluorescence interference; Potency, µM (series often up to 106 µM), for inactives: top-dose fluorescence change, negative = quenching; 0.29% of 280,000 active; AID 1479; active means well fitted curve in either direction with a large enough effect; inconclusive means small, poorly fitted or top-dose-only effect; further: on the % scale 0 is the no-effect control and ±100 the full control effect
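Human TRβ ligand-binding domain (0.6 uM) and Texas Red SRC2 peptide (20 nM) in Tris buffer with 1 uM T3 and 5% DMSO were incubated with pinned compound for 5 hr at ambient temperature. Total fluorescence was computed as S + 2P (555/632 nm).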
RECQ1 helicase – RECQ1 (human) helicase inhibition. 0.54% of 240,000 active. Potency, µM (series often up to 57.3 µM), inactives show at the top dose activity, negative = inhibition, most hits filed as inhibitors. P46063. RECQ1 DNA unwinding, red fluorescence kinetic read;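 further: plate controls were vehicle for no effect and no enzyme for full effect; nearly all actives have a fitted effect of over 30% in size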
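RECQ1T1 50 nM; forked duplex (20 bp + 30-nt ss tails) 200 nM, ATP 2 mM final; pH 8.0, 2 mM MgCl2, 2.5 ug/ml poly(dI-dC); 15 min compound preincubation; discontinuous kinetic read over 2 h at RT.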
Tau ThT inhib – blocks human tau fibril formation measured by thioflavin T; P10636; recombinant tau K18 P301L (four-repeat tau fragment), heparin-induced fibrillization, ThT fluorescence; Potency, µM (series often up to 57.4 µM), inactives show top-dose activity, negative = inhibition, most hits filed as inhibitors; 2.1% of 270,000 active; AID 1460; further: on the % scale 0 is the no-effect control and ±100 the full control effect; nearly all actives have a fitted effect of over 55% in size
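In this qHTS, human K18 P301L tau is incubated with compound and heparin for 6 hr at 37 C, and Thioflavin T fluorescence then reports fibril load.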
TRb SRC2 PPI – disrupts binding of human TR beta to SRC2. P10828. TRbeta-SRC2 peptide binding, fluorescence polarization; receptor liganded with 1 µM T3. Potency, µM (doses to about 106 µM), inactives show at the highest dose activity change, negative = inhibition, most hits filed as inhibitors. 0.065% of 280,000 active. AID 1469;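 further: plate controls were bound peptide for no effect and peptide without receptor for full effect; nearly all actives have a fitted effect of over 50% in size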
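Assay buffer: 20 mM Tris-HCl, 100 mM NaCl, 10% glycerol, 1 mM EDTA, 0.01% NP-40, 1 mM DTT, 1 uM T3, 5% DMSO; TRb LBD 0.6 uM, Texas Red SRC2 20 nM; FP after 5 hr.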
L3MBTL1 block – blocks human L3MBTL1. AlphaScreen L3MBTL1–H3K9me1 peptide binding. Potency, µM (series often up to 57.1 µM), for the others: at the top dose activity, negative = inhibition, hits mostly inhibitors. 0.66% of 230,000 active. Q9Y468; further: on the % scale 0 is the no-effect control and ±100 the full control effect; nearly all actives have a fitted effect of over 60% in size
Target sequence (Q9Y468 whole entry, looked up): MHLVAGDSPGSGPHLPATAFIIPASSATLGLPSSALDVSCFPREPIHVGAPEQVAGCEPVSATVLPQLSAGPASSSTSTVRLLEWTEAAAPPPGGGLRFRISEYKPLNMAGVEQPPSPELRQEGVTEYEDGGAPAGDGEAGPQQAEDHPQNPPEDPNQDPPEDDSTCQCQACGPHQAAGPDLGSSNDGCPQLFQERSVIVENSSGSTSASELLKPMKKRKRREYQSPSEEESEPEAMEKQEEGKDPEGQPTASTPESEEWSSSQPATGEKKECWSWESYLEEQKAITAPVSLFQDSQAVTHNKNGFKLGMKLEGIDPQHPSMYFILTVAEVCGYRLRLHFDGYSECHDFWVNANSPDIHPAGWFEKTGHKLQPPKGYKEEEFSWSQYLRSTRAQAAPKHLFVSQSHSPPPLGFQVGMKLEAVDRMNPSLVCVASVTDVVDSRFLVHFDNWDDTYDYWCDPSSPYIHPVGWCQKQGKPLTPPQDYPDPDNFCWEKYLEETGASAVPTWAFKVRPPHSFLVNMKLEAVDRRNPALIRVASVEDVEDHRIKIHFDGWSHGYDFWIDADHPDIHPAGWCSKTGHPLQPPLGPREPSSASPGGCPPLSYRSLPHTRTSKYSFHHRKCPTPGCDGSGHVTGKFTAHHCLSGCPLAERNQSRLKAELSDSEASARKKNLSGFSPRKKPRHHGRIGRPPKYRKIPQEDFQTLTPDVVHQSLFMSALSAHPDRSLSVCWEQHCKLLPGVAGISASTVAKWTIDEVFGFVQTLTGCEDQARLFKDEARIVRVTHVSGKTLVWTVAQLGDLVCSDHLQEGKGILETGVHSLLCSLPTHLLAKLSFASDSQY
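AlphaScreen proximity signal between nickel-chelate acceptor and streptavidin donor beads (final 10 ug/mL) reports binding of 50 nM L3MBTL1 to 75 nM biotin-H3 K9me1 peptide; complex incubated with compounds 30 min at room temperature; cefsulodin titration as control.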
HTT cytoprotect – cytoprotection in Huntington HTT-Q103 PC12 cell model | PC12 HTT-Q103 induced, cytoprotection, ATP luminescence, 40 h | Potency, µM (top dose mostly 56.4 µM), for inactives: cytoprotection (ATP increase), most hits filed as activators | 0.14% of 230,000 active | AID 1471;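 further: % of control where 0% means no effect; nearly all actives have a fitted effect of over 45% in size; toxic huntingtin expression switched on by the ecdysone agonist tebufenozide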
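Quantitative HTS on tebufenozide-induced (100 nM) PC12 cells expressing HTTQ103 exon 1–GFP; compounds tested as a concentration series; survival measured via cellular ATP.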
* hit, by the source's call; i = inactive; ? = inconclusive; . = not tested or not shown; & = joins results of further samples; [ ] = remark or other dose. Unless noted, the call rests on the fitted dose curve; in most records, active means well fitted curve in the direction sought with a large enough effect; inconclusive means small, poorly fitted or top-dose-only effect, or another doubt; inactive means no such curve, though single readings can be large; an effect the other way counts as inactive or inconclusive. Potency means the concentration at half of the fitted maximal effect. This is a subset; count on the stated rates, not on these rows.

Value order: RECQ1 helicase, Tau FP inhib, TRb SRC2 PPI, HTT cytoprotect, TexasRed fluor, Tau ThT inhib, L3MBTL1 block, Tau fluor counter
O=C(NCCc1ccccc1)c1nn(-c2ccc(F)cc2)nc1CO
 : ., -8%, 3%, ., 0%, -10%, ., -11%
c1ccc2c(c1)oc1c(N3CCN(Cc4ccc5c(c4)OCO5)CC3)ncnc12
 : 0%, 7%, 1%, -20%, 1%, ?, -17%, -10%
CC(C)(C)C(=O)Nc1ccc(S(=O)(=O)c2ccc(NC(=O)C(C)(C)C)cc2)cc1
 : -7%, ?, -1%, -22%, -6%, -9%, ., -20%
O=C(Nc1ccc([N+](=O)[O-])cc1)c1cc2ccccc2nc1Cl
 : i, 3%, 5%, -4%[10 µM], -1%, ?, ., -10%
Cc1nnsc1C(=O)Oc1ccc(Cl)cc1
 : ., 0%, -2%, ., -9%, ?, ., -19%
CCN1CCC(NC(=O)Nc2ccccc2C(=O)OC)CC1
 : i, 1%, -1%, 6%, 1%, 3%, -1%, 8%
CCCc1nnc(SCC(=O)N2CCCC(C)C2)n1CCCOC (configuration not stated)
 : -11%, 0%, 4%, -26%[10 µM], -2%, -3%, 5%, 2%
Cc1ccc(S(=O)(=O)N2CCc3cc(C(=O)Nc4ccc(C(F)(F)F)cc4)ccc32)cc1
 : ., ?, -3%, ., 0%, 17%, ., -23%
O=C(NCCc1nc2ccccc2[nH]1)c1ccc([N+](=O)[O-])cc1
 : -14%, 3%, -5%, -2%[10 µM], -2%, ?, ?, -4%
Cc1ccc(N(CC(=O)NCCSc2ccccn2)S(C)(=O)=O)cc1
 : -6%, -7%, 0%, 0%[10 µM], -4%, ?, -3%, -14%
Cc1cccc(OCCCC(=O)Nc2ccc(N3CCCCC3)cc2)c1
 : -11%, 3%, -13%, -11%, -2%, ?, -10%, -18%
COCCOC(=O)C1=C(C)NC(=O)NC1C1CC=CCC1 (configuration not stated)
 : -9%, -2%, -2%, -1%, -4%, -7%, 0%, -3%
COc1cc2c(cc1OC)-c1cc(NCc3ccccn3)nc(=O)n1CC2
 : i, -2%, 0%, -22%[0.074 µM], 0%, -9%, ?, -1%
COc1cc(O)oc1C=Nc1ccc(Cl)cc1Cl
 : -2%, -9%, -11%, -1%, 0%, -9%, -4%, -4%
CCc1ccc(CNC(=O)c2cc3c(C)nc4ccccc4c3o2)cc1
 : -3%, -9%, -4%, 26%[10 µM], -1%, -10%, 2%, -18%

Two records drawn at random from those above:
Value order: RECQ1 helicase, Tau FP inhib, TRb SRC2 PPI, HTT cytoprotect, TexasRed fluor, Tau ThT inhib, L3MBTL1 block, Tau fluor counter
O=C(Nc1ccc([N+](=O)[O-])cc1)c1cc2ccccc2nc1Cl
 : i, 3%, 5%, -4%[10 µM], -1%, ?, ., -10%
CC(C)(C)C(=O)Nc1ccc(S(=O)(=O)c2ccc(NC(=O)C(C)(C)C)cc2)cc1
 : -7%, ?, -1%, -22%, -6%, -9%, ., -20%

Later entries.
Value order: RECQ1 helicase, Tau FP inhib, TRb SRC2 PPI, HTT cytoprotect, TexasRed fluor, Tau ThT inhib, L3MBTL1 block, Tau fluor counter
COc1ccc(CCCc2nnc(SCC(=O)Nc3nccs3)n2C)cc1C
 : i, ?, 4%, 2%, -3%, -2%, 2%[11.4 µM], 17%
CCCOc1ccc(C(=O)Nc2c(C(=O)c3ccc(C)cc3)oc3ccccc23)cc1
 : ., -14%, 6%, ., 3%, 4%, ., -20%
COc1cc(-c2nnc(SCc3cc(=O)oc4cc(O)c(O)cc34)o2)cc(OC)c1OC
 : 1.8µM*, 0%, -15%, -53%[inhibitor], -28%, ?, ., ?
CC(=O)NC(C)C(c1cccs1)N1CCN(c2ccccc2)CC1 (configuration not stated)
 : -6%, -3%, -2%, -9%, -1%, -7%, -2%, -5%
COc1ccc(C)cc1NC(=O)c1cc2c(=O)n3ccccc3nc2n1C
 : i, 3%, -2%, -45%, 1%, -1%, 2%, 5%
Cc1nc(/C=C/c2ccccc2)cc(/C=C/c2ccccc2)n1
 : i, 0%, -8%, -9%, -3%, -17%, ., -17%
CCOC(=O)c1oc2nc3c(cc2c1N)COC(C)(C)C3
 : 3%, 5%, 9%, -38%, -1%, -6%, 1%, 7%
Oc1c(Cl)cc(Cl)cc1Sc1cc(Cl)cc(Cl)c1O
 : 40µM*, 0%&-12%, ?, -53%&-143%[inhibitor], ?, 14µM*, -11%, ?
Cc1ccc(NC(=S)Nc2ccc3cn[nH]c3c2)cc1
 : -1%, ?, -7%, 20%[0.074 µM], 0%, ?, 3%, -17%
Cc1c(NC(=S)NC(=O)Cc2ccccc2)cccc1C(=O)O
 : -7%, -2%, 4%, 9%, -4%, -5%, 5%, -8%
CS(=O)(=O)N1CCN(c2ccc([N+](=O)[O-])c(NCc3ccc(Cl)cc3)c2)CC1
 : 32µM*, -10%, 7%, -10%[10 µM], -2%, ?, 7%, -27%
O=C(/C=N/O)Nc1cccnc1
 : -2%, -1%, -1%, 29%[10 µM], 0%, 0%, 13%, 1%
COc1ccc(N2C(=O)CCC2(C#N)c2ccc(OC)cc2)cc1 (configuration not stated)
 : -5%, -5%, 1%, 1%[10 µM], 3%, -6%, 11%, -12%
Cc1ccc(C(C)NC(=O)/C(C#N)=C\c2c(C)[nH]c3ccccc23)cc1 (configuration not stated)
 : -14%, 25µM*, 1%, -20%, 0%, -16%, ., 10µM*[quencher]
CN(C(=O)c1coc(=O)c2ccccc12)c1ccccc1Cl
 : i, -5%, -5%, -9%, 0%, 5%, 4%, 3%
Cc1sc2nc(SCc3nnc(-c4cccs4)o3)n(C3CCCC3)c(=O)c2c1C
 : 0%, 6%, -6%, -29%, -1%, -14%, -1%, -2%
CCOC(=O)Nc1ccc2c(c1)N(C(=O)CCN(C)C)c1ccccc1S2
 : i, 13%, -14%, -4%, -4%, ?, -13%, -13%
Cc1nn(C(C)CC(=O)O)c(C)c1C (configuration not stated)
 : i, 3%, -3%, 2%, 0%, ?, ., ?
NC(=O)c1cc(S(=O)(=O)NCc2ccccc2)cs1
 : ., 5%, -2%, ., -2%, 6%, ., 3%
COc1ccc(CNCC(=O)Nc2cccc(S(N)(=O)=O)c2)cc1
 : i, -1%, -4%, ?, 1%, 9%, 27%, 7%
CCOC(=O)c1noc2ncnc(Nc3cccc(C(F)(F)F)c3)c12
 : ., -11%, -7%, ., -3%, 2%, ., -2%
COC(=O)C1=C(C(=O)OC)SC(=C2C(=S)C(C)(C)N(C(=O)C3CC3)c3ccccc32)S1
 : -13%, ?, 3%, 18%, -6%, 2.5µM*, ., ?
Cc1ccc(Cl)cc1-n1ncc2c(Nc3cccc(C)c3C)ncnc21
 : ., 4%, -14%, ., -2%, -8%, ., -8%
Cc1cccc2cc(-c3ccccc3)c(-c3ccccc3)c[n+]12
 : -2%, 4%, -9%, ., 12%, ?, -1%, -19%
Cc1cc(C)cc(NC(=O)c2cc(C)n(Cc3cccs3)c2C)c1
 : -4%, -3%, 1%, -35%[10 µM], 0%, -14%, -8%, -17%
Cc1ccccc1Nc1nc(N)nc(CSCC(=O)Nc2cccc(Br)c2)n1
 : 3%, -12%, -2%, ., 0%, -15%, 2%, -26%
CCOc1ccc2nc(SCC(=O)NC(=O)NCc3ccco3)[nH]c2c1
 : -8%, 2%, 6%, -8%, -2%, -18%, ?, -27%
O=C(CN1CCCC1)NC(=O)NC1CCCC1
 : -2%, -12%, -4%, -21%, 1%, -9%, ., -7%
Cc1c(NC(=O)c2cc(-c3cccs3)on2)c(=O)n(-c2ccccc2)n1C
 : -2%, 3%, 5%, -2%, 2%, -7%, -16%, 0%
CCNc1nc(SC(C)C(=O)Nc2ccccc2)nc(N2CCOCC2)n1 (configuration not stated)
 : i, -8%, 7%, -12%[0.074 µM], -5%, 0%, ., -1%
COc1ccc(Nc2nnc(SCC3CCCCO3)s2)cc1 (configuration not stated)
 : i, 10%, -11%, -17%, -3%, ?, ., -28%
CCN(CC(=O)NCCC1=CCCCC1)S(=O)(=O)c1ccccc1
 : -5%, -6%, 2%, -1%[10 µM], -3%, -6%, 5%, -11%
CCOC(=O)Cn1c(=O)n(C2CCCCC2)c2nc(-c3ccc(CC)cc3)nc(C(N)=O)c21
 : ., -2%, 3%, ., -17%, 2%, ., -3%
COC(=O)c1ccc2nc(C)c(C)nc2c1
 : i, 0%, -2%, -2%, -4%, 3%, 5%, 3%
COC(=O)c1ccc(Cl)c(NC(=O)CSc2ncn[nH]2)c1
 : -16%, -5%, -17%, -3%, 1%, 1%, 6%, 0%
Cn1cnc(S(=O)(=O)N2CCCC(C(=O)NCc3ccccc3Cl)C2)c1 (configuration not stated)
 : ., 6%, 7%, ., 1%, -5%, ., -2%
CCCNC(=O)CSc1cn(CC(=O)N2CCCCCC2)c2ccccc12
 : ., -5%, 5%, ., -1%, 1%, ., 2%
CC(=O)N1c2ccccc2C2(C)C(C1(C)C)C2(Cl)Cl (configuration not stated)
 : i, 5%, -10%, ., 1%, -2%, -25%, -3%
COc1cc(/C=C2/C(=N)N3C=CSC3=NC2=O)ccc1OCCCOc1c(C)cccc1C
 : -23%, -8%, -17%, 18%, 2%, ?, 2%, ?
COc1ccc(-n2c(Cc3cccn3C)nnc2SCC(=O)Nc2ccc(C)c(Cl)c2)cc1
 : 6%, ?, 0%, 4%, -1%, -17%, -12%, -27%
Cc1nc2sccn2c(=O)c1S(=O)(=O)Nc1cccc(Cl)c1C
 : ., -13%, 9%, ., -1%, -7%, 3%, -19%
CC1CCN(CC(=O)Nc2nn(-c3ccccc3)nc2C(N)=O)CC1
 : -6%, 7%, -3%, -11%[10 µM], 1%, -4%, 8%, 2%
CC(=O)N[C@H]1[C@H](OCc2ccccc2F)O[C@H](COC(C)=O)[C@@H](OC(C)=O)[C@@H]1OC(C)=O
 : -4%, ., -6%, -13%[10 µM], -6%, ., ., .
O=S(=O)(c1ccccc1)c1nc(-c2ccccc2)oc1N1CCOCC1
 : -8%, 5%, -4%, -12%[10 µM], 25%, 9%, 0%, 7%[2.34 µM]
